Screens as filed in PubChem.
EBNA-1 inhibitor: blocks EBNA-1 binding to DNA. EBNA-1 DNA binding, fluorescence polarization. inhibition, % at 14.8 µM. 300,000 tested, 0.34% active. AID 1950; in the data active = inhibition above about 28%
GLD-1 RNA inh: GLD-1-TGE RNA interaction inhibition (C. elegans). inhibition, % at 5.96 µM. AID 2280. 320,000 tested, 0.44% active. purified GLD-1 + fluorescein TGE RNA, fluorescence polarization. Q17339;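 active = percent inhibition above a per-plate cutoff, the plate mean of test compounds plus 3 SD, cut at about 30% in these data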;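 note: 0% = DMSO wells with GLD-1 and probe and 100% = wells lacking GLD-1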
Bcl-xL primary: blocks human Bcl-xL binding to Bim BH3 peptide. Q07817. GST-Bcl-xL / FITC-Bim BH3 peptide fluorescence polarization. inhibition, % at 10.9 µM. 320,000 tested, 0.7% active. AID 2129;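 active = inhibition above the mean of all tested compounds plus 3 SD, cutoff set per campaign, cut at about 30% in these data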;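 note: 0% = DMSO wells and 100% = unlabeled Bim-BH3 peptide competitor; inhibitors lower millipolarization by displacing the labeled peptide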
Target sequence (Q07817 whole entry, looked up): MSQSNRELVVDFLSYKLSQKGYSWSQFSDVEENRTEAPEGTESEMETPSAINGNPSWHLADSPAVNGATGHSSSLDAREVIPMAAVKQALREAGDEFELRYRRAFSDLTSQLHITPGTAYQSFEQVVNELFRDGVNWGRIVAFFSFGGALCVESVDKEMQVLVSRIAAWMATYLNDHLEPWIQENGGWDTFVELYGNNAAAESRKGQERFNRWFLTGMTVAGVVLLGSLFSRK
MCL1-BIM inh: disrupts human MCL1 binding to BIM-BH3 peptide; inhibition, % at 10.9 µM; 320,000 tested, 0.68% active; AID 2057; GST-MCL1 / FITC-Bim-BH3 fluorescence polarization;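 active = inhibition above the mean inhibition of all tested compounds plus 3 SD, set per campaign, cut at about 40% in these data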;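 note: 0% = DMSO wells and 100% = unlabeled Bim-BH3 peptide control; higher means more loss of mP so more displacement of Bim peptide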
Target sequence (Q07820 whole entry, looked up): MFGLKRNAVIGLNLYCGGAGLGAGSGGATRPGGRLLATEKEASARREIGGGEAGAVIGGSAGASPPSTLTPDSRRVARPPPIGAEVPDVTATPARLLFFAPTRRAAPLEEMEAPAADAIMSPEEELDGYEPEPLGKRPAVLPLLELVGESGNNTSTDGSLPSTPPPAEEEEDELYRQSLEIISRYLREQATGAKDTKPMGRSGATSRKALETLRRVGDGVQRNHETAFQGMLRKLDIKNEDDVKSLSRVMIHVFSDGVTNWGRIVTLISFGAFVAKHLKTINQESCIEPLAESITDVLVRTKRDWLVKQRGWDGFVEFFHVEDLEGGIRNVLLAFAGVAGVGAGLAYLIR
Efflux pump mplx: blocks antifungal efflux pumps in multiplex yeast assay; inhibition, % at 10 µM; 330,000 tested, 0.44% active; S. cerevisiae Candida pump triplex, Nile Red efflux;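 active = plate passing quality check with inhibition over a set limit, or well fluorescence over plate mean plus 4 SD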;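 note: Nile Red retained in pooled yeast measured as flow cytometry median fluorescence; 0% = buffer negative control and 100% = Enniatin B positive control; higher means more Nile Red kept so more efflux inhibition; some compounds called inactive have numbers as strong as hits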
Yeast superoxide: yeast age-related superoxide inhibition as caloric restriction mimetic; 330,000 tested, 0.18% active; superoxide response (% of plate mean), % at 10 µM; S. cerevisiae aged cells, superoxide DHE fluorescence; stronger effect = lower value;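 active = superoxide response under a set limit, about three screen SD below normal, cut at about 65% in these data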;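 note: yeast aged for seven days with compound at 30 °C before DHE staining; 100% = average MFI of all compound-treated wells on the plate with controls excluded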
ZTA counter: blocks Epstein-Barr virus ZTA, an EBNA-1 counter-screen. 320,000 tested, 0.15% active. inhibition, % at 11 µM. P03206. AID 2234. ZTA-DNA binding, fluorescence polarization; in the data active = inhibition above about 33%
Fam108B inh: Fam108B inhibition, counter-screen for RBBP9 inhibitors | recombinant Fam108B, FP-Rh probe fluorescence polarization | AID 1947 | inhibition, % at 9.51 µM | 300,000 tested, 0.33% active;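 active = inhibition above the screen mean inhibition plus 3 SD, computed separately per campaign, cut at about 18% in these data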;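 note: inhibitors lower polarization as less probe binds the enzyme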
MEX-5 binding: C. elegans MEX-5 TCR-2 RNA binding activity; Q9XUB2; MEX-5/FITC-TCR2 RNA binding, fluorescence polarization; stronger effect = lower value; activity score (negative = inhibition of binding), % at 10 µM; 300,000 tested, 0.38% active; AID 1832;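 active = inhibition past about -25% in most replicates, and total fluorescence under double the plate's negative control median, limit read from the data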;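 note: 0% = DMSO and -100% = 5 µM competing unlabeled TCR2 RNA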
Target sequence (Q9XUB2 whole entry, looked up): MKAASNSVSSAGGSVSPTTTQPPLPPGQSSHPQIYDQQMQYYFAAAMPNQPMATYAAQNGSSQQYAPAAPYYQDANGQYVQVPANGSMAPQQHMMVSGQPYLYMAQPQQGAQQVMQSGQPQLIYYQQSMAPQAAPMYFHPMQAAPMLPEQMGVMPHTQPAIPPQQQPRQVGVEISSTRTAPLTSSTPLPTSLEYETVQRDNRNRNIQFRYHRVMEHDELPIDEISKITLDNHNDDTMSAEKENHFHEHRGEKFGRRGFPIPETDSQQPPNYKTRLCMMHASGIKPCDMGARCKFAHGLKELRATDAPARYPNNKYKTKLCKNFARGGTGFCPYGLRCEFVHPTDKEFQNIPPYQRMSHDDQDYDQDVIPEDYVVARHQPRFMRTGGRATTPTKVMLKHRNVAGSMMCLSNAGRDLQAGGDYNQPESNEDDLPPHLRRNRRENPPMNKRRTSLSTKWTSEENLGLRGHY
An asterisk follows results filed as active; . = not tested or not shown. Random draw from the library (roughly 2.3% active in at least one column).

SMILES | EBNA-1 inhibitor | GLD-1 RNA inh | Bcl-xL primary | MCL1-BIM inh | Efflux pump mplx | Yeast superoxide | ZTA counter | Fam108B inh | MEX-5 binding
CC1(C)CC(C(=O)Nc2nccs2)CCO1 (configuration not stated) | -1 | 1 | -3 | -7 | -0.3 | 88 | -16 | -4 | 4.5
CCCCn1c(N)c(N(CC)C(=O)c2ccc(Cl)c(Cl)c2)c(=O)[nH]c1=O | 12 | 6 | 4 | 2 | -0.1 | 101 | 7 | 4 | 3.8
COC(=O)CC1COc2ccccc2N1C(=O)/C=C/c1ccccc1 (configuration not stated) | 4 | -6 | 4 | 8 | 0.0 | 102 | -2 | 3 | 0.8
Cc1ccc(NC(=O)COC(=O)/C=C/c2c(C)nn(-c3ccc(F)cc3)c2Cl)cc1F | 11 | 4 | -9 | -12 | -0.6 | 107 | -1 | -3 | -1.7
CCOC(=O)C1=C(CC)Nc2ccccc2N/C1=N\S(=O)(=O)c1ccccc1F | . | 0 | 3 | -2 | 0.1 | 123 | 0 | . | .
CC(=O)CSc1nnc2c3ccccc3nc(C(C)(C)C)n12 | -3 | 0 | -2 | 1 | 0.2 | 107 | 1 | 5 | 3.4
Cc1ccc(C(=O)N2CCC3(CC2)NCCc2[nH]cnc23)cc1 | 1 | -5 | 2 | 0 | 0.1 | 98 | -3 | 0 | 0.2
Cn1nc(NC(=O)CC(C)(C)CC(=O)O)c2ccccc21 | -10 | 5 | 6 | 6 | . | 84 | 4 | -4 | -0.7
Cc1cc(C(=O)CN2CCN(CC(=O)Nc3ccc(F)cc3)CC2)c(C)n1C1CC1 | . | -1 | 1 | 0 | 0.5 | 95 | 8 | . | .
O=C(CSc1n[nH]c(-c2cccs2)n1)N1CCN(S(=O)(=O)c2ccccc2)CC1 | -8 | 8 | 1 | -6 | 0.2 | 107 | 0 | 2 | -4.2
Cc1ccc(S(=O)(=O)N2CCN(S(=O)(=O)N(C)C)CC2)c(C)c1 | 1 | 5 | 2 | 2 | 0.1 | 84 | -10 | 7 | -0.1
CC(C)CCNC(=O)c1ccc(CSCc2cccc(F)c2)o1 | 10 | 1 | 3 | 4 | -0.1 | 106 | 0 | 1 | -1.0
Nn1c(Cc2cccc3ccccc23)nnc1SCc1ccccc1 | 4 | 4 | -6 | -8 | 0.6 | 96 | 8 | 2 | 0.4
CCOCCCNC(=O)C1CCN(S(=O)(=O)N2CC(C)CC(C)C2)CC1 (configuration not stated) | 14 | 2 | 3 | -1 | 0.1 | 80 | -1 | -5 | 0.7
C/C(=N\NC(=O)c1nn(C)c(C)c1Br)c1ccc(NC(=O)c2ccoc2C)cc1 | 14 | 9 | 2 | -3 | 0.2 | 91 | 9 | -3 | -0.5

Fetched by structure from the list above:
SMILES | EBNA-1 inhibitor | GLD-1 RNA inh | Bcl-xL primary | MCL1-BIM inh | Efflux pump mplx | Yeast superoxide | ZTA counter | Fam108B inh | MEX-5 binding
CC(=O)CSc1nnc2c3ccccc3nc(C(C)(C)C)n12 | -3 | 0 | -2 | 1 | 0.2 | 107 | 1 | 5 | 3.4
Cc1cc(C(=O)CN2CCN(CC(=O)Nc3ccc(F)cc3)CC2)c(C)n1C1CC1 | . | -1 | 1 | 0 | 0.5 | 95 | 8 | . | .

Continued.
SMILES | EBNA-1 inhibitor | GLD-1 RNA inh | Bcl-xL primary | MCL1-BIM inh | Efflux pump mplx | Yeast superoxide | ZTA counter | Fam108B inh | MEX-5 binding
CCN1C(=O)/C(=C2/C=CC=CN2C)SC1=S | -13 | -4 | 7 | 7 | 0.3 | 95 | -11 | 4 | -0.2
COc1ccc(OCc2cc(C(=O)N(C)Cc3cc(C)no3)no2)c(Cl)c1 | 9 | 7 | -3 | 2 | 0.2 | 110 | -2 | 1 | 0.0
O=S(=O)(Oc1ccccc1N1CCCCC1)c1ccccc1 | -3 | -7 | -4 | -2 | 0.1 | 81 | 7 | 4 | 1.1
CCOC(=O)C1CCN(C(=O)COC(=O)c2ccc3c(c2)C(=O)N(c2ccc(OCC)cc2)C3=O)CC1 | 1 | 4 | 2 | 11 | 0.0 | 124 | -9 | 5 | 0.0
Cc1c(C)n(CCc2ccccc2)c2ncnc(NCCCN(C)C)c12 | -12 | -3 | -10 | -14 | 0.5 | 86 | 7 | -4 | 1.4
CC(C)CCNC(=O)CN(CCCN1CCOCC1)C(=O)Cn1nnc(-c2ccc(F)cc2)n1 | -6 | 0 | 4 | -3 | -0.2 | 95 | -13 | -3 | 0.3
CCn1cc(S(=O)(=O)CC(=O)N2CCc3ccccc32)c2ccccc21 | -7 | 1 | -4 | 0 | -0.3 | 76 | 11 | -1 | 0.0
COC(=O)c1nnc(-c2ccccc2)c(-c2ccccc2)n1 | 3 | 4 | -1 | 4 | -1.8 | 102 | 1 | 4 | -3.6
Cc1ccc(CN2CCC(n3nccc3NC(=O)C3CCOC3)CC2)cc1 (configuration not stated) | 10 | -2 | 1 | 7 | -0.1 | 87 | -11 | -1 | -1.4
Cc1ccc(S(=O)(=O)n2nc(OC(=O)c3ccccc3F)cc2N)cc1 | 2 | 0 | 3 | 7 | -0.3 | 103 | 6 | 2 | -0.9
CC(C)(C)c1ccc(NC(=O)Nc2ccc3ccccc3n2)cc1 | 4 | -3 | 4 | 2 | 0.0 | 88 | 9 | 0 | 0.2
COC(=O)N/N=C/c1ccccc1 | 0 | -5 | 1 | -2 | -0.3 | 94 | -12 | 0 | 0.3
Cc1ccc(NC(=O)NNC(=O)c2sccc2-n2cccc2)cc1 | -2 | 8 | 8 | 0 | 0.0 | 103 | -9 | -1 | 1.1
C[C@]1(C(=O)O)Cc2oncc2C[C@@H]1C(=O)O | -3 | -2 | 0 | -3 | 0.0 | 113 | -12 | 0 | -0.1
COCCCNc1ncnc2sc3c(c12)CCC(C)C3 (configuration not stated) | -6 | 1 | -3 | -1 | 0.1 | 93 | 6 | 2 | 1.5
O=C1NC(=O)C2(COC(c3cccnc3)OC2)S1 (configuration not stated) | 7 | 1 | 1 | -3 | 0.2 | 99 | -13 | 4 | -4.5
COc1cccc(/C=N/NC(=O)c2csc(-n3nc(C)cc3C(F)(F)F)n2)c1 | -7 | -8 | 7 | -7 | 0.2 | 107 | -7 | -2 | 2.0
COC(=O)[C@@H](NC(=O)NC1CCCc2ccccc21)C(C)C (some centres not stated) | -4 | 9 | 1 | 1 | -0.1 | 105 | -3 | 0 | -1.1
CCOC(=O)C(=CN(CCc1ccccc1)CC(=O)OC)C(=O)OCC | 5 | 0 | 4 | 5 | 0.0 | 96 | -8 | 1 | 1.1
COC(=O)c1c(NC(=O)CN2CCN(C(=O)c3ccco3)CC2)c2c(C)cccc2n1C | -4 | 4 | 2 | -12 | 0.0 | 108 | 13 | -2 | 1.4
CC(C)(C)c1ccc(C(=O)Nc2ccccc2NC(=O)c2ccco2)cc1 | -5 | 9 | 1 | -3 | 0.0 | 85 | 2 | -4 | 0.8
O=C(COC(=O)c1cccc(Cl)c1)NCCN1C(=O)CSC1=O | 8 | 2 | -3 | 0 | 0.0 | 96 | 2 | -5 | 1.9
COc1ccc(CNc2ccc3c(c2)ncn3C)cc1OC | -4 | 1 | 7 | 20 | -0.1 | 99 | 3 | -2 | -1.7
O=C(Cn1nnc2ccccc21)NC1CCCCC1 | -4 | 0 | 2 | 7 | -0.1 | 103 | 0 | -3 | -2.8
Cc1ccc(OCC(=O)N2CCN(S(C)(=O)=O)CC2)cc1 | 9 | 6 | -3 | -6 | -0.1 | 108 | 15 | 0 | -0.4
O=S(=O)(Nc1cccc(-n2cnnn2)c1)c1ccc(Cl)nc1 | 1 | 7 | 5 | 0 | 0.1 | 107 | 5 | 1 | -0.1
CCCNC(=O)Cn1cnc([N+](=O)[O-])n1 | 4 | 0 | 2 | 0 | -0.3 | 120 | -19 | 2 | 1.2
CCC(Sc1nc2n[nH]c(C)c2c(=N)n1-c1cc(Cl)ccc1C)C(=O)N1CCOCC1 (configuration not stated) | 1 | 0 | 2 | -1 | -0.5 | 89 | 9 | -7 | 1.3
Cc1ccc(C)c(SCC(=O)Nc2ccc(S(=O)(=O)Nc3ncccn3)cc2)c1 | -11 | -1 | 2 | 5 | -0.1 | 109 | -15 | -2 | 1.0
COc1cccc(N/N=C/c2cccc(Br)c2O)c1 | 9 | -2 | 6 | 2 | -0.1 | 89 | -10 | 9 | .
Cc1c(Cl)cccc1NC(=S)NCC(O)c1ccccc1 (configuration not stated) | -10 | 4 | 1 | 11 | 0.1 | 94 | 13 | -2 | 1.6
Cc1ccc(-c2nc(-c3ccccn3)no2)cc1 | -23 | -5 | 2 | 2 | 0.3 | 108 | -3 | 3 | 0.8
COc1ccc(CNC(=O)C2CCN(C(=O)c3sccc3-n3cccc3)CC2)cc1 | -3 | -1 | 4 | 4 | -0.1 | 105 | -9 | 2 | 1.0
CCOC(=O)N1CCC(NC(=O)C2CCN(S(=O)(=O)N3CCC(C)CC3)CC2)CC1 | 11 | 1 | 5 | 0 | 0.3 | 80 | -2 | -2 | .
CC(C(=O)N1CCCCC1)N(C)CC(=O)Nc1cccc(F)c1 (configuration not stated) | . | 6 | 1 | -1 | 0.0 | 106 | -20 | . | .
O=C(N/N=C/c1ccncc1)C1CC1C(=O)N/N=C/c1ccncc1 (configuration not stated) | -6 | 0 | 1 | -4 | -0.3 | 109 | -13 | -4 | -0.9
CCCc1cc(C(=O)Nc2cccc([N+](=O)[O-])c2)cs1 | -6 | 4 | 0 | -9 | -0.5 | 65* | -10 | -2 | -3.0
CC(C)C(NS(=O)(=O)c1ccc2c(c1)oc(=O)n2C)C(=O)N1CCN(c2ccccc2F)CC1 (configuration not stated) | 3 | -4 | 3 | 4 | 0.1 | 97 | -5 | 0 | .
Cc1ccc2nsnc2c1NC(=O)c1ccc([N+](=O)[O-])o1 | -3 | 0 | 5 | 3 | 0.1 | 125 | 13 | 0 | -2.5
COc1ccc(OC)c(NS(=O)(=O)c2c(C)nc3sccn3c2=O)c1 | 7 | 2 | 2 | -2 | 0.0 | 103 | 1 | 4 | -1.0
COc1ccc(CCNC(=O)c2c[nH]c3ccccc3c2=O)cc1OC | -7 | -1 | 4 | 7 | -0.2 | 97 | -8 | 1 | 0.3
CC(=O)OCC(=O)[C@@]1(O)CC[C@H]2[C@@H]3CCC4=CC(=O)C=C[C@]4(C)[C@H]3C(=O)C[C@@]21C | -4 | 3 | 1 | 1 | 0.0 | 101 | 7 | 2 | -0.7
O=C(COc1ccc(F)cc1)OCCN1CCOCC1 | -1 | 2 | 10 | 0 | 0.0 | 106 | -10 | -3 | -4.1
Cc1ccc(Oc2ccc(S(=O)(=O)N3CCOCC3)cc2C(N)=O)cc1C | 2 | 2 | -3 | -1 | 3.7 | 88 | 1 | -3 | 2.2
Cc1ccc(C2=N/C(=C/c3cccs3)C(=O)N2Nc2ccccc2)cc1 | -12 | -1 | -1 | 0 | 0.1 | 98 | 11 | -3 | -2.4
CCc1cc(=O)oc2cc(C)cc(OCC(=O)NC(Cc3c[nH]c4ccc(O)cc34)C(=O)O)c12 (configuration not stated) | 8 | 9 | 5 | 5 | -0.1 | 91 | -5 | 1 | -2.3
CCc1cccc(CC)c1NC(=O)COC(=O)CC1c2ccccc2CCN1S(=O)(=O)c1ccc(F)cc1 (configuration not stated) | -1 | -2 | 8 | 11 | -0.2 | 81 | 8 | 0 | -1.5
Cc1ccc(NC(=O)CCC(=O)N/N=C/c2cccnc2)cc1 | -4 | 8 | -1 | 3 | -0.2 | 105 | -15 | 3 | -2.4
CN(C)C(=O)CSc1ccc(S(=O)(=O)N2CCOCC2)cn1 | . | -7 | -4 | 4 | 0.2 | 82 | 3 | . | .
